# Rpn11 inh – blocks the human proteasome subunit Rpn11; human 26S proteasome, Ub4-pepOG fluorescence polarization; 20S core pre-blocked with epoxomicin; calls only at 20 µM; 360,000 tested, 0.59% active;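 active = inhibition at 20 µM, scaled to each plate's controls, above about 33%, limit read from the data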
# Target sequence (O00487 whole entry, looked up): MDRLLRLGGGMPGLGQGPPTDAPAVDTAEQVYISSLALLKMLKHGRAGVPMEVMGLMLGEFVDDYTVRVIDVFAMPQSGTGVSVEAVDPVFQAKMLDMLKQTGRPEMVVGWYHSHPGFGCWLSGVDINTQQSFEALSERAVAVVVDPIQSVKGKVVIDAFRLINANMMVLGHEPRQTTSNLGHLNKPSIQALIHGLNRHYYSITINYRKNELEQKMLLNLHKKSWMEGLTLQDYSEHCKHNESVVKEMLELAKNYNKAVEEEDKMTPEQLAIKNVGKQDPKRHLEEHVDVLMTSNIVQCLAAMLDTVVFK
# DNMT1 inh – blocks human DNA methyltransferase DNMT1; DNMT1 molecular beacon, Hinp1I cleavage, fluorescence; inhibition (reported as % activation of signal), % at 10 µM; AID 588458; 360,000 tested, 0.83% active; in the data active = inhibition above about 50%
# NadD block – inhibitors of Staphylococcus aureus NadD. 360,000 tested, 0.78% active. inhibition, % at 20 µM. AID 602399. purified NadD enzyme, colorimetric absorbance read-out; in the data active = inhibition above about 26%; note: some compounds past the cut are filed as inactive
# Scp1 inh – blocks human Scp-1 phosphatase activity | 340,000 tested, 0.88% active | Recombinant Scp1, phosphopeptide, malachite green phosphate absorbance | inhibition, % at 20 µM | Q9GZU7;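 active = inhibition above about 50% at 20 µM, limit read from the data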;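 note: plate controls were DMSO wells with enzyme for no effect and wells lacking enzyme for full effect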
# Target sequence (Q9GZU7 76-261 limits assumed): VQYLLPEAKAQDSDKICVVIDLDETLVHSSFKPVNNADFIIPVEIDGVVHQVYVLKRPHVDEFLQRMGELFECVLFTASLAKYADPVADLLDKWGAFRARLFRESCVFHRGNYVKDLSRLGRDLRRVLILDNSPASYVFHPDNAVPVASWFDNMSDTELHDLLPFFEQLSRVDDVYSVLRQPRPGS
#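 Test system: SCP-1 phosphatase catalytic domain, residues 76-261; measured by: colorimetric phosphate reagent with accelerator and stabiliser, absorbance at 630 nm; timing: enzyme reaction 45 min at room temperature, colour 5 min, stabilisation 30 min; also added: Phosphorylated 17-residue peptide substrate; compound dosing: one concentration, 20 µM, with 1.0% DMSO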
# SUMO1-SIM PPI – modulators of human SUMO1-mediated protein-protein interactions. SUMO1 binding to a labelled peptide, TR-FRET, 1 h. inhibition, % at 20 µM. 360,000 tested, 0.33% active; in the data active = inhibition above about 37%
# Target sequence (P63165 whole entry, looked up): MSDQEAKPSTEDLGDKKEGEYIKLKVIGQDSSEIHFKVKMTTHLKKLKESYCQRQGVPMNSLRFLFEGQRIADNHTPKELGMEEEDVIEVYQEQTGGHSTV
# LMPTP block – LMPTP (human) inhibition; P24666; recombinant LMPTP-A, OMFP fluorogenic substrate, fluorescence intensity; inhibition, % at 20 µM; 360,000 tested, 0.22% active; AID 651560;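 active = compounds that cut the enzyme signal by at least half of the control window in the single-dose screen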;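 note: plate controls were DMSO wells with enzyme plus substrate for no effect and substrate without enzyme for full effect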
#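 Test system: LMPTP-A, protein tyrosine phosphatase of low molecular weight; Input: 0.625 nM enzyme; Incubation: 50 min dark incubation at room temperature; Signal: endpoint fluorescence intensity from OMFP dephosphorylation; Read-out basis: % inhibition versus control wells.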
# MsrA inhibitor – bovine MsrA inhibition | purified bovine MsrA, absorbance read-out | inhibition, % at 15.5 µM | 360,000 tested, 0.75% active | AID 651718; in the data active = inhibition above about 4.5%;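 note: 0% = vehicle wells with enzyme and 100% = reference inhibitor wells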
# STEP inh – inhibitors of human striatal-enriched phosphatase STEP; P54829; 360,000 tested, 0.25% active; recombinant STEP, OMFP fluorogenic substrate, fluorescence; AID 588621; inhibition, % at 20 µM;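 active = inhibition at 20 µM, scaled per plate between control wells, above about 37%, limit read from the data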;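 note: 0% = DMSO with enzyme and substrate and 100% = substrate only without enzyme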
#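 System: STEP (striatal-enriched tyrosine phosphatase) enzyme, cell-free; medium: Bis-Tris pH 6.0 buffer with DTT, detergent; dosing: 20 µM, 1% DMSO; times: reaction 20 min, ambient temperature; detection: fluorescence, 480/540 nm; read-out basis: normalized % inhibition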
# CSN inh – CSN deneddylation inhibition; 360,000 tested, 0.38% active; inhibition, % at 12.5 µM; Q92905; Purified CSN, SCF-Nedd8-OG deneddylation, fluorescence polarization;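 active = pattern-corrected inhibition above about 35%, with an unprinted fluorescence ratio check between 0.5 and 1.5, limit read from the data, passing the limit was not always enough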;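 note: 0% = enzyme with substrate and 100% = substrate without enzyme; some results filed as inactive read as strong as hits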
# Target sequence (Q92905 whole entry, looked up, one chain of several): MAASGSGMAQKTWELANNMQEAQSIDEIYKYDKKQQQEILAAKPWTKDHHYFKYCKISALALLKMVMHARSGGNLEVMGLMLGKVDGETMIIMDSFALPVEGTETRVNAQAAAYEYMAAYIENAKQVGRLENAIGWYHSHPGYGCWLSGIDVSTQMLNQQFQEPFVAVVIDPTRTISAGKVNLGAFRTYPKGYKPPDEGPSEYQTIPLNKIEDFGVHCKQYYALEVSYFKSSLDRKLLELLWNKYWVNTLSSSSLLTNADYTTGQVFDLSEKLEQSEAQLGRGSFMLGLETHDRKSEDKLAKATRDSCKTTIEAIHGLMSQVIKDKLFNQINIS
#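 Schedule: reaction 90 min, room temperature / Assay system: HEK293T-derived human Csn5 enzyme / Input: Csn5 at 0.24 nM final / Measure: inhibition of Csn5 cleavage, % / Control set: substrate-only high control, full reaction low control / Technique: fluorescence polarization of the substrate / Buffer or medium: Tris/NaCl/DTT buffer, pH 7.5 / Reagent: SCFSkp2-Nedd8OG substrate at 10 nM final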
# TbMetRS inhib – Trypanosoma brucei MetRS inhibition. 360,000 tested, 0.4% active. inhibition, % at 11.9 µM. AID 624268. purified T. brucei MetRS, ATP depletion, Kinase-Glo luminescence;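 active = inhibition above a per-plate cutoff of the control wells' mean inhibition plus 3 SD, cut at about 5.5% in these data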;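 note: 0% = DMSO wells median and 100% = median of wells with control inhibitor compound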
#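 Measured by: Kinase-Glo luciferase luminescence reporting remaining unconsumed ATP. Material: purified T. brucei MetRS enzyme. Doses: 11.9 µM compound single dose, 0.9% DMSO. Medium: HEPES buffer containing pyrophosphatase, BSA, spermine, DTT. Times: 15 min preincubation, 2 h reaction, all 25 °C. Reagent: methionine, ATP and bulk E. coli tRNA.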
# Numbers without * were called inactive; i = inactive; nt = no result given; + = active, no number.
Compound	Rpn11 inh	DNMT1 inh	NadD block	Scp1 inh	SUMO1-SIM PPI	LMPTP block	MsrA inhibitor	STEP inh	CSN inh	TbMetRS inhib
CCOC(=O)C(=O)Nc1cc(C(=O)OC)cc(C(=O)OC)c1	i	2	-1	-15	-5	-1.1	-0.6	2	0	-0.4
CCOC(=O)C1CCCN(C(=O)CNS(=O)(=O)c2ccc(Br)s2)C1 (centres undefined)	i	1	-2	-3	2	0.9	-1.0	-4	-1	-1.6
COc1ccc(-c2nc(CS(=O)(=O)CC(=O)Nc3cccc(C(C)=O)c3)c(C)o2)cc1	i	-6	3	-3	9	2.0	-0.5	-1	0	-0.7
Cn1c(N)c(C(=O)COC(=O)c2ccco2)c(=O)n(C)c1=O	i	6	-4	-5	-2	-2.1	-0.8	-1	-1	-0.8
COc1cc(/C=C2/SC(=Nc3ccc(O)cc3)NC2=O)cc(OC)c1O	+	-2	0	2	28	0.7	2.4	-1	4	-0.8
Cc1cc2c(c(=O)n1CCN(C)C)C(c1ccccc1Br)C(C#N)=C(N)O2 (centres undefined)	i	-2	-1	-10	3	1.5	0.6	0	-2	0.2
COc1ccc(C(=O)NCCc2nnc3ccc(SCC(=O)Nc4ccccc4)nn23)cc1	i	-3	-3	1	2	0.4	-0.2	-1	3	-0.4
COc1ccc(C(=O)N/C(=C\c2ccc(Cl)cc2)C(=O)NCc2ccncc2)cc1	i	79*	4	nt	-2	-2.2	1.6	-3	-2	-0.2
COC(=O)Cc1csc(NC(=O)CSc2nncn2C)n1	i	-1	2	-4	3	-0.7	0.0	-4	-3	0.1
CCCCCc1ccc(OCCOCCn2c[n+](C)c3ccccc32)c(CCCCC)c1	i	17	8	4	-4	-2.4	nt	3	2	-0.8
COc1cc(/C=C/C(=O)O)cc(S(=O)(=O)N(CC(C)C)CC(C)C)c1OC	i	3	-2	5	-3	-1.2	0.9	-2	6	-1.7
CC(/C=C1\SC(=Nc2cccnc2)NC1=O)=C\c1ccccc1	i	-1	15	10	-7	1.6	-0.1	-2	7	-0.9
COc1ccccc1S(=O)(=O)Cc1ccc(C(=O)N2CCN(c3ccc(C)cc3)C(C)C2)o1 (centres undefined)	i	-2	2	4	0	-0.7	-0.8	2	2	-0.9
Cc1ccc(S(=O)(=O)N2CCCN(S(=O)(=O)c3ccc4c(c3)OCCO4)CC2)cc1	i	-3	-11	-15	3	0.7	1.5	-3	-1	1.1
Cc1cc(F)ccc1-c1cc(C(=O)NC(C)C)[nH]n1	i	12	-2	nt	-2	-2.1	-1.1	-7	1	-0.1
COc1ccc(C2CC(=O)CCN2S(=O)(=O)c2ccc(C)cc2)cc1 (centres undefined)	i	2	-5	-8	4	-1.4	-1.8	0	2	-0.5
CC1(C)CC(=O)c2sc(NC(=O)c3ccco3)nc2C1	i	-3	-3	-5	-5	-0.1	3.9	-4	0	0.2
O=C(Nc1ccc2c(c1)C(=O)N(CC1CCCO1)C2=O)c1cccc(Br)c1 (centres undefined)	i	6	-2	0	-19	1.0	-0.6	2	-3	0.3
COc1cc(OC)cc(C(=O)N[C@H](C(=O)OCC(=O)Nc2ccc(F)c(F)c2)C(C)C)c1	i	8	-4	-7	-2	-0.4	0.2	-3	-4	0.7
Cc1nnc(Nc2ccc(C(=O)N3CCOCC3)cc2)c2ccccc12	i	8	3	3	-1	1.4	0.7	-5	1	-2.4
O=C(c1sc2cc([N+](=O)[O-])ccc2c1Cl)N1CCOCC1	i	1	-4	-3	-27	-2.0	0.9	-3	-1	-0.5
COC(=O)COc1ccc(S(=O)(=O)Nc2ccc(C(N)=O)cc2)cc1Cl	i	2	8	0	3	-2.7	0.7	-7	0	0.1
CCn1c(C)nnc1SCC(=O)Nc1cccc(Cl)c1	i	1	-7	-1	-11	-0.1	0.1	-1	-1	-0.9
O=C(Nc1cc(-c2nn(CC(=O)N3CCCCC3)c(=O)c3ccccc23)ccc1N1CCOCC1)c1ccc(Cl)cc1	i	-4	1	-4	-5	-0.4	-0.5	4	2	-0.9
CCOc1ccc(NC(=O)COC(=O)C2COc3ccccc3O2)cc1 (centres undefined)	i	8	0	nt	-1	-0.8	0.9	-2	-3	0.8
COC(=O)c1[nH]c2ccccc2c1NC(=O)CCN1CCSCC1	i	2	1	-4	-3	-1.3	1.4	-5	-3	-1.0
COc1ccc(Nc2ncnc3c2cnn3Cc2ccccc2)cc1OC	i	-1	1	-8	1	1.1	0.4	0	3	-0.3
COCCn1c(=S)[nH]c2cc(C(=O)N3CCN(c4ccccc4OC)CC3)ccc2c1=O	i	-7	-6	-4	1	-2.0	0.9	1	2	0.1
N=C1/C(=C/c2cccs2)C(=O)N=C2SN=C(SCc3ccccc3)N12	i	-4	3	26	-2	2.5	0.1	-1	5	-0.8
O=C(CN1CCN(C(=O)c2ccco2)CC1)Nc1ccccc1-c1ccccc1	i	-5	5	-4	-3	-0.5	0.4	0	3	-0.3
CCC(=O)Oc1ccc(NC(=O)CSCc2ccccc2)cc1	i	1	-2	-12	-4	0.3	-0.6	2	-6	-0.8
CC(C)C[C@@H](CN1CCC[C@@H]1CN1C(=O)C(=O)NC[C@@H]1Cc1ccc(O)cc1)N1C[C@H](Cc2ccc(O)cc2)N(CC2CCCCCC2)C(=O)C1=O	nt	nt	28	nt	8	0.7	2.0	nt	-2	-1.0
CCCN1C(=O)S/C(=C\c2ccc(N3CCOCC3)o2)C1=O	nt	33	6	-1	-104	1.1	0.5	-12	-15	0.7
COc1ccc2c(c1)c(=O)oc1cc(OCC(=O)N3CCC(C)CC3)ccc12	i	63*	17	77*	7	13	nt	0	11	0.2
COCCn1c(SCC(=O)c2ccccc2)nc2c(c1=O)SC(C)C2 (centres undefined)	i	0	-3	-7	-4	0.6	1.5	-1	3	-0.6
CC(=O)Nc1ccc(-c2cc(C(=O)O)c3ccc(C)cc3n2)cc1	i	-8	2	-10	7	-2.1	2.4	0	7	0.7
C=CCN1C(=O)NC(c2ccc(OC)cc2)(C(F)(F)F)S/C1=C(\C#N)c1nnc(N2CCOCC2)n1-c1ccccc1 (centres undefined)	i	9	8	2	3	-0.2	0.3	-2	-1	0.1
COc1ccc(S(=O)(=O)N2CCOC2CNC(=O)C(=O)NCc2ccco2)cc1C (centres undefined)	i	0	-6	-12	4	-0.8	0.2	-2	-1	-0.5
O=C(NC1CC1)C1CCCN1S(=O)(=O)c1ccc2ccccc2c1 (centres undefined)	i	-1	1	-10	-1	-0.8	-0.8	-2	-1	0.2
Cc1cc(C)c(C#N)c(SC2CCCCC2=O)n1 (centres undefined)	i	0	2	1	1	-0.2	0.6	-7	-2	-0.2
COc1ccccc1Nc1nc2ccccc2[nH]1	i	-5	2	-1	-1	0.3	-1.0	-2	5	-0.2
COc1cc(OC)cc(-c2c(Sc3ccccc3)c3cc(-c4cnc(OC)nc4)ccc3n2C)c1	nt	nt	15	nt	-18	2.9	0.2	nt	-5	-0.5
CCc1nnc(NC(=O)c2cc(-c3ccccn3)nc3ccccc23)s1	i	1	6	-3	12	-0.5	0.5	-4	-2	-0.4
O=C(Cn1c(=O)c2sccc2n(Cc2cccc([N+](=O)[O-])c2)c1=O)NCCc1ccccc1	i	-3	-1	-6	-9	-0.6	-0.2	0	-1	0.0
COc1ccc(C(C2C(=O)CC(C)(C)CC2=O)C2C(=O)CC(C)(C)CC2=O)cc1	i	1	-1	-7	3	-1.5	-0.6	0	0	-0.2
CC(C)(C)OC(=O)N1CCC[C@H]1C(=O)N1CCC[C@H]1C(=O)NCc1ccncc1	nt	nt	-1	nt	1	-0.1	1.0	nt	-4	-0.6
CCN(CC)c1ccc(NC(=O)Nc2ccccc2)cc1	i	-2	-4	-2	9	0.2	-1.0	-5	2	-1.1
CCOC(=O)c1c(C)[nH]c(C(=O)COC(=O)CCS(=O)(=O)c2ccc(C)cc2)c1C	i	1	-8	-15	-1	0.6	-1.2	-2	-3	0.0
COc1ccc(OCC(=O)Nn2c(-c3ccc(OC)cc3)nc3ccccc3c2=O)cc1	i	4	0	2	4	-2.1	-0.9	1	-3	-1.3
COC(OC)c1ccc(C#N)c(SCc2ccc(C)cc2)n1	i	-3	-7	-11	3	1.0	-0.9	4	0	0.7

# The listing continues:
Compound	Rpn11 inh	DNMT1 inh	NadD block	Scp1 inh	SUMO1-SIM PPI	LMPTP block	MsrA inhibitor	STEP inh	CSN inh	TbMetRS inhib
Cc1ccc(C(=O)NCc2ccc3c(c2)OCO3)c(C)c1	i	1	-6	-7	-1	0.3	-0.2	2	2	-0.1
Cc1cc(C)c2cc(CN(CCCN(C)C)C(=S)NCc3ccccc3)c(=O)[nH]c2c1	i	3	-12	-3	3	-2.7	0.0	0	-6	-0.1
CC1CCCN(C(=O)COC(=O)Cn2cnc3ccccc32)C1 (centres undefined)	i	-33	5	3	3	-0.5	1.1	0	-1	0.1
O=S(=O)(CCc1nc2ccccc2s1)c1ccc2ccccc2c1	i	-3	4	-8	-6	-0.8	0.0	0	-3	-0.4
COc1ccc(C(=O)NCc2nnc(SCC(=O)Nc3nc4ccccc4s3)o2)cc1	i	2	-1	-7	4	2.9	1.0	-2	3	0.5
CC(=O)N1CCN(C(=O)CNC(=O)c2ccc(Br)o2)CC1	i	0	1	-9	-15	-9.5	1.5	-3	4	-0.1
CC1=Nc2ccccc2/C1=C/c1nc(-c2ccc(C)s2)oc1O	nt	15	12	-13	-19	4.7	1.1	-6	32	-0.2

# Already shown: an excerpt of the list.
Compound	Rpn11 inh	DNMT1 inh	NadD block	Scp1 inh	SUMO1-SIM PPI	LMPTP block	MsrA inhibitor	STEP inh	CSN inh	TbMetRS inhib
COc1ccc(C(=O)NCc2nnc(SCC(=O)Nc3nc4ccccc4s3)o2)cc1	i	2	-1	-7	4	2.9	1.0	-2	3	0.5
CC(=O)N1CCN(C(=O)CNC(=O)c2ccc(Br)o2)CC1	i	0	1	-9	-15	-9.5	1.5	-3	4	-0.1
CC1=Nc2ccccc2/C1=C/c1nc(-c2ccc(C)s2)oc1O	nt	15	12	-13	-19	4.7	1.1	-6	32	-0.2
